# Screening data: PubChem, several laboratories
# Calpain2 inh = inhibitors of pig calpain II, primary screen, biochemical, fluorogenic peptide substrate, 1536-well; purified calpain II, 30 min; inhibition, % at 16 µM; hit rate 0.37% among 220,000;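 active = inhibition above about 50%, limit read from the data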
# Tb hexokinase = Trypanosoma brucei hexokinase 1 inhibitors, primary screen, biochemical, G6PDH-coupled NADH absorbance, MLSCN library. hexokinase 1 [Trypanosoma brucei]. recombinant TbHK1, G6PDH-coupled NADH A340. inhibition, % at 10 µM. hit rate 0.11% among 220,000. AID 1430, 2008;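 active = inhibition of 50% or more in the single-dose primary screen; inactive = inhibition below 50%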
# TRPML3 agonist = human TRPML3 channel agonists, primary screen, cell-based, HEK293 TRPML3-YFP, Fluo-8 calcium fluorescence, 3 µM; Mucolipin-3 (Homo sapiens), Q8TDD5; 100% = the carbachol control signal; activation, % at 3 µM; hit rate 0.29% among 220,000; AID 1448, 2008;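 active = activation above its plate's cutoff, the mean activation of the plate's test wells plus 3 SD, cut at about 12% in these data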;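 also: 0% = DMSO only wells and 100% = carbachol wells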
# Target sequence (Q8TDD5 whole entry, looked up): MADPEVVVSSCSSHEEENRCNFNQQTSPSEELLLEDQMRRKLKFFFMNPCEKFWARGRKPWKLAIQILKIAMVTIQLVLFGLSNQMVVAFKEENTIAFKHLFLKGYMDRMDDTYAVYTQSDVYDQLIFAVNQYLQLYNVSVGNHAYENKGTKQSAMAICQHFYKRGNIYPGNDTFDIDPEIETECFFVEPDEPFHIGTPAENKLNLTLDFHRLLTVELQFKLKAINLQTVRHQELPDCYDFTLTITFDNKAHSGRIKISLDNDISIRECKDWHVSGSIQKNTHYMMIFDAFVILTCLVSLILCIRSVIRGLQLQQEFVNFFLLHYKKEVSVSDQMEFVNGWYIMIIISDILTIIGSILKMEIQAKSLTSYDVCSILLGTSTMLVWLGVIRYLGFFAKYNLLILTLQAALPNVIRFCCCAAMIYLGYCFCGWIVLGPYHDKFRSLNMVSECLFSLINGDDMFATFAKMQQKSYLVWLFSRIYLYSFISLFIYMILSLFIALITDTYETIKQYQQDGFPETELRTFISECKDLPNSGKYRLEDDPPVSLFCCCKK
#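 Test system: HEK293 cells stably carrying human TRPML3-YFP; Doses: single dose, 3 µM final nominal compound, 0.3% DMSO final; Schedule: dye loading 1 h 37 °C then 30 min ambient, 125 s read; Technique: Fluo-8 calcium fluorescence; Benchmarks: high control carbachol 87 µM, low control DMSO.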
# TRPN1 ag = zebrafish TRPN1 channel agonists, primary screen, cell-based, HEK293, calcium fluorescence | activation, % at 3 µM | hit rate 0.18% among 220,000 | HEK293 zebrafish TRPN1-YFP, Fluo-8 calcium fluorescence; 100% = response to 87 µM carbachol | transient receptor potential cation channel N1 (TRPN1/NompC), Danio rerio;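 active = activation above its plate's cutoff, the mean activation of test wells on that plate plus 3 SD, cut at about 19% in these data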;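 also: 0% = DMSO alone and 100% = 87 µM carbachol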
#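 System: zebrafish TRPN1-YFP in HEK293 cells / Dosing: 3 µM single point / Timing: dye loading 1 h at 37 °C, then 30 min room temperature / Signal: Fluo-8 calcium fluorescence, excitation 470-495 nm, emission 515-575 nm / Read-out basis: percent activation from peak over basal fluorescence ratio, control-normalized / Control set: high carbachol 87 µM, low DMSO alone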
# Cl transport mod = KCC2 cotransporter modulators, thallium flux, primary screen, cell-based, HEK293 KCC2, FluoZin-2 fluorescence, MLSMR; hit rate 2.2% among 190,000; Solute carrier family 12 member 5 (Homo sapiens), Q9H2X9; KCC2 cells, thallium flux FluoZin-2 fluorescence; B-score of Tl+ flux slope (higher = more flux/activation; lower = inhibition) at 10 µM;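 active = thallium flux slope and its plate-corrected score both differing from the plate sample mean at a set confidence after two filtering rounds, in either direction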;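 also: slope of fluorescence scaled to starting intensity during 10 to 20 s after thallium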
# PPC-1+TRAIL kill = compounds killing PPC-1 cancer cells with TRAIL present, primary screen, TRAIL potentiator project, ATPLite luminescence, uHTS; cell killing (% activity), % at 4 µM; PPC-1 cells + TRAIL, ATPLite viability luminescence; hit rate 0.41% among 220,000; AID 1443, 2008;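 active = cell killing above 50% in the first pass at 4 µM, then a duplicate retest at 5 µM averaging 50% or more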;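 also: plate controls were cells with TRAIL plus DMSO for no effect and medium-only wells lacking cells for full effect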
# Furin inh = human furin inhibitors, primary screen, biochemical, fluorescence intensity | P09958 | purified furin, fluorogenic substrate cleavage | inhibition, % at 30 µM | hit rate 0.061% among 220,000 | AID 463115, 2010; in the data active = inhibition above about 25%; also: inactives centre near -15
# EBV gp42 block = Epstein-Barr virus gp42 inhibitors, primary screen, biochemical, uHTS, fluorescence polarization | Glycoprotein 42 (Epstein-Barr virus (strain AG876)), Q1HVG2 | Fluorescence polarization binding assay, mP read-out | inhibition, % (tested at 21.74 µM) | hit rate 0.42% among 220,000 | AID 1085, 2008; in the data active = inhibition above about 50%
# Target sequence (Q1HVG2 whole entry, looked up): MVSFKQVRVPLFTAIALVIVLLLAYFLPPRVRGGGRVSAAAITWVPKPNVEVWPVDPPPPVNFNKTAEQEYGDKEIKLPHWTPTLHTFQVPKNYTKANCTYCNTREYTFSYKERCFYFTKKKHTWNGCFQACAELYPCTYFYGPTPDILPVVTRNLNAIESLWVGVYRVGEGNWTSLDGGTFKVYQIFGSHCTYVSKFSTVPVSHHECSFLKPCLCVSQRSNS
# thrombin 1536 = human alpha-thrombin inhibitors, primary screen, counter-screen for coagulation protease inhibitor project, biochemical, 1536-well, fluorogenic AMC substrate | Prothrombin (Homo sapiens), P00734 | Boc-VPR-AMC fluorogenic substrate cleavage | inhibition, % at 5 µM | hit rate 0.26% among 220,000 | AID 1046, 2008;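 active = inhibition at or above 40%; inactive = inhibition below 40%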;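 also: 0% = enzyme with no compound and 100% = wells without enzyme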
#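 Material: human alpha-thrombin protein; Also added: Boc-VPR-AMC substrate, 15 µM final; Timing: enzyme reaction carried out at room temperature; Signal: fluorescence, ex 355 nm, em 460 nm; Measure: % inhibition of thrombin; Controls: enzyme without compound as high, wells lacking enzyme as low.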
# * hit, by the source's call; x = no result given; [ ] = dose if it differs, or a comment.
SMILES,Calpain2 inh,Tb hexokinase,TRPML3 agonist,TRPN1 ag,Cl transport mod,PPC-1+TRAIL kill,Furin inh,EBV gp42 block,thrombin 1536
OCCC1CN(Cc2ccc(Oc3ncccn3)cc2)CCN1CCc1ccccc1 (centres undefined),5,-3,0.8,0.8,0.51,5,-8,-2,-9
Cc1ccccc1CSCC(=O)N/N=C/c1cccs1,-16,-9,-0.4,1.6,-0.82,13,-7[20 µM],5,1
CCn1c(CNC(C)=O)nnc1SCC(=O)c1ccc(Br)cc1,17,-2,0.4,0.6,-0.58,2,-21[20 µM],0,2
CC(C)N(Cc1nc(-c2ccccc2)no1)C(=O)c1ccc(Cl)cc1,21,-8,-0.3,-0.3,0.91,8,-13,3,-7
COC(=O)N/N=C(\C)c1ccc(-n2ccnc2)cc1,-21,0,1.0,2.1,x,11,-17,-11,-5
CCOC(=O)C(C)Oc1ccc2c(-c3cccc([N+](=O)[O-])c3)cc(=O)oc2c1 (centres undefined),12,-12,0.8,-0.6,0.6,27,-11,-9,9
CCOC(=O)c1sc(-c2cccc([N+](=O)[O-])c2)cc1N,-16,0,0.5,-0.4,0.19,20,-17,-3,-7
CCOc1ccccc1N1CC(C(=O)Nc2ccc(C(=O)O)cc2)CC1=O (centres undefined),31,-5,0.2,-0.2,0.053,16,-10[20 µM],-3,-6
CCCC(=O)Oc1ccc(-c2nccc(C(OC)OC)n2)cc1,-2,2,1.5,1.6,-0.9,8,-26,-12,-12
CC(C)C(c1nnnn1Cc1ccc(F)cc1)N1CCC(C(N)=O)CC1 (centres undefined),27,6,0.5,0.9,0.35,24,-11,-6,x
O=C(NCc1ccccc1Cl)C(=O)NCC(c1ccco1)N1CCOCC1 (centres undefined),-1,0,0.4,0.1,0.13,7,-14,34,1
COC(=O)c1cc(=O)n(CCc2ccc(OC)cc2)c(=Nc2ccc(F)c(Cl)c2)s1,-26,-16,0.2,0.6,-0.66,3,-13,-18,-2
CC(C)C(NS(=O)(=O)c1cccs1)C(=O)NCc1ccc2c(c1)OCO2 (centres undefined),14,-5,-0.2,-0.6,-0.57,15,-29,-21,-8
Cc1ccc(C2=NNC(c3cccc(F)c3)S2)cc1 (centres undefined),-34,-4,0.9,-0.1,10*,x,-14,-32,-10
O=C(O)c1ccccc1-c1ccccc1C(=O)NNc1ccccc1,0,3,-0.4,2.0,0.3,18,2,-14,1
COC(=O)c1cc(NC(=O)c2c(Cl)nc3sccn23)cc(C(=O)OC)c1,-60,-40,0.8,1.2,0.21,24,-21,-19,-4
CCCc1cc(=O)[nH]c(SCCOc2ccc(OCC)cc2)n1,-12,-8,0.8,-0.3,x,14,-12[20 µM],2,-8
O=C(O)c1ccc(Cl)cc1NC(=O)C1CCCO1 (centres undefined),-15,4,0.7,-0.7,1.7,-6,-16[20 µM],-28,-6
CC(C)OP(=O)(OC(C)C)C(O)c1ccc2c(c1)OCO2 (centres undefined),28,-5,0.3,0.8,-0.39,9,-5,9,-10
Nc1c(-c2ccc(Cl)cc2)cnc2ncnn12,-1,-3,1.1,-0.4,-0.0015,9,-10[20 µM],-5,-1
Cc1ccc(S(=O)(=O)Oc2ccc(/C=C3/N=C(c4ccccc4)OC3=O)cc2)cc1,-38,33,0.6,-0.2,0.48,17,1,1,-6
CC(C)C(c1nnnn1Cc1cccs1)N1CCN(C2CCCC2)CC1 (centres undefined),-9,-1,-0.8,0.6,-0.078,47,-3[20 µM],-9,-2
Cc1ccc(OCc2nnc(SCC(=O)Nc3ncc(C)s3)o2)cc1,-16,-19,0.4,1.0,-0.0039,2,-19,-6,-5
CC1CCCCN1C(=O)CSc1nnc(CSc2ncccn2)n1C (centres undefined),12,3,0.2,-0.1,0.3,-14,0[20 µM],-2,1
Cc1ccc(S(=O)(=O)Nc2cc(-c3nn(C)c(=O)c4ccccc34)ccc2N2CCOCC2)cc1,-17,-9,0.5,-0.7,x,10,-26[20 µM],-12,2
Cc1ccc(S(=O)(=O)NCCC(=O)OCC(=O)NC(=O)c2cccn2C)cc1,-21,-12,0.6,1.4,0.51,13,-32,-18,1
CCOC(=O)/C(C#N)=C1/C=CN(c2ccccc2)C=N1,41,-60,-0.1,1.5,-0.82,-4,15,-9,8
O=C(NCCCn1ccnc1)C1CC2CCC1C2 (centres undefined),-10,-5,0.8,2.5,-0.37,21,-13[20 µM],-13,5
CC(C)NC(=O)c1ccccc1NC(=O)/C=C/c1cccc([N+](=O)[O-])c1,-4,34,1.0,0.1,-0.16,20,-12,-6,0
Cc1onc(-c2ccccc2)c1-c1ccnn1C(=O)NC(C)C,13,4,-1.5,-3.7,-1.7,16,-22,-13,5
Cc1ccc(-c2cc(C(=O)N/N=C/c3c(C)nn(-c4ccccc4)c3C)[nH]n2)cc1,-429,-14,-0.6,0.3,-0.88,-4,-15[20 µM],-9,-3
CCOc1ccc(OCCN2C(=O)NC(Cc3c[nH]c4ccccc34)C2=O)cc1 (centres undefined),-17,1,0.7,-1.2,-0.29,6,-18[20 µM],-8,0
CCN1CCN(C(c2ccccc2)c2nnnn2Cc2ccc(OC)cc2)CC1 (centres undefined),6,3,1.1,-0.3,0.077,6,-17,11,0
Cc1ccc(C)n1/N=C1/NC(=O)CS1,-114,11,-0.2,-1.1,-0.95,4,-26[20 µM],-1,1
CNC(=S)NNC(=O)Cc1ccccc1,5,-2,0.7,0.4,x,-29,-16[20 µM],-15,-7
CCC(=O)Nc1nnc(SCc2ccc(F)cc2)s1,1,1,0.1,-0.2,-0.71,0,-12[20 µM],-31,-5
CCCn1nc(C(=O)OCC(=O)c2ccc3c(c2)NC(=O)CO3)c2ccccc2c1=O,25,-6,0.2,-0.6,0.71,9,-20[20 µM],-14,-1
Cc1ccc(CN2CCN(/N=C/c3ccc(C(=O)O)cc3)CC2)cc1,8,30,1.1,2.3,-0.22,32,3,-27,2
CC(NC(=O)CNC(=O)C1O[C@@H]2OC(C)(C)O[C@@H]2[C@H]2OC(C)(C)O[C@@H]12)C(=O)O (some centres undefined),17,-11,0.4,-0.1,-1,16,-12,-6,2
CCC1CCCCN1C(=O)COC(=O)c1cc2ccccc2cc1O (centres undefined),-1,2,0.3,2.2,-0.061,11,-21,3,1

# Given tab-delimited: part of the list above
smiles	Calpain2 inh	Tb hexokinase	TRPML3 agonist	TRPN1 ag	Cl transport mod	PPC-1+TRAIL kill	Furin inh	EBV gp42 block	thrombin 1536
Cc1ccc(C)n1/N=C1/NC(=O)CS1	-114	11	-0.2	-1.1	-0.95	4	-26[20 µM]	-1	1
CNC(=S)NNC(=O)Cc1ccccc1	5	-2	0.7	0.4	x	-29	-16[20 µM]	-15	-7

# The listing continues.
SMILES,Calpain2 inh,Tb hexokinase,TRPML3 agonist,TRPN1 ag,Cl transport mod,PPC-1+TRAIL kill,Furin inh,EBV gp42 block,thrombin 1536
CC1=CC(C)(C)N(C(=O)CN2C(=O)CCC2=O)c2ccccc21,-21,1,-0.1,-1.0,1.4,10,-17,-3,-6
O=C(O)c1cccc(N2C(=O)C3C4C=CC(C4=C(c4ccccc4)c4ccccc4)C3C2=O)c1 (centres undefined),31,22,0.9,1.5,-2.5,33,-3,4,x
O=C1CSC(=S)N1N1C(=O)c2cccc([N+](=O)[O-])c2C1=O,-11,-4,0.6,0.5,-0.75,16,-13,-3,1
CCN=c1sc(C(=O)OC)cc(=O)n1CC,-18,5,1.0,-0.2,0.68,39,-19[20 µM],-7,2
COc1ccccc1N(CN1C(=O)c2ccccc2C1=O)C(=O)c1cccc(C)c1,17,1,-1.2,-3.0,-0.8,25,-12,-5,-4
CCC(=S)/C=C1\Sc2ccc3ccccc3c2N1CCCS(=O)(=O)O,-26,12,0.0,1.0,x,-19,-7[20 µM],4,-5
O=C(CCN1CCCCCC1)Nc1ccc2c(c1)OCCO2,18,3,0.8,-0.1,-0.018,-16,-22,-12,-23

# An excerpt from above in order of their number in TRPML3 agonist, lowest first.
structure,TRPML3 agonist
COc1ccccc1N(CN1C(=O)c2ccccc2C1=O)C(=O)c1cccc(C)c1,-1.2
CC1=CC(C)(C)N(C(=O)CN2C(=O)CCC2=O)c2ccccc21,-0.1
O=C(CCN1CCCCCC1)Nc1ccc2c(c1)OCCO2,0.8
O=C(O)c1cccc(N2C(=O)C3C4C=CC(C4=C(c4ccccc4)c4ccccc4)C3C2=O)c1 (centres undefined),0.9
CCN=c1sc(C(=O)OC)cc(=O)n1CC,1.0

# Individual results from above:
# EBV gp42 block, O=C(O)c1cccc(N2C(=O)C3C4C=CC(C4=C(c4ccccc4)c4ccccc4)C3C2=O)c1 (centres undefined) reads 4
# TRPML3 agonist, O=C(CCN1CCCCCC1)Nc1ccc2c(c1)OCCO2 reads 0.8
